# Screens (PubChem BioAssay)
# hERG WT inh – qHTS for Inhibitors of KCHN2 3.1: Wildtype qHTS; U2OS, BacMam KCNH2, thallium flux FluxOr; active compounds read low; 340,000 compounds, 0.37% hits; Voltage-gated inwardly rectifying potassium channel KCNH2 (Homo sapiens), Q12809; activity change, % at 1.84 µM; AID 720551, 2013;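 active means maximum activity change below -70%; inconclusive means maximum activity change between -70% and -50%; inactive means maximum activity change above -50%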
# Target sequence (Q12809 whole entry, looked up): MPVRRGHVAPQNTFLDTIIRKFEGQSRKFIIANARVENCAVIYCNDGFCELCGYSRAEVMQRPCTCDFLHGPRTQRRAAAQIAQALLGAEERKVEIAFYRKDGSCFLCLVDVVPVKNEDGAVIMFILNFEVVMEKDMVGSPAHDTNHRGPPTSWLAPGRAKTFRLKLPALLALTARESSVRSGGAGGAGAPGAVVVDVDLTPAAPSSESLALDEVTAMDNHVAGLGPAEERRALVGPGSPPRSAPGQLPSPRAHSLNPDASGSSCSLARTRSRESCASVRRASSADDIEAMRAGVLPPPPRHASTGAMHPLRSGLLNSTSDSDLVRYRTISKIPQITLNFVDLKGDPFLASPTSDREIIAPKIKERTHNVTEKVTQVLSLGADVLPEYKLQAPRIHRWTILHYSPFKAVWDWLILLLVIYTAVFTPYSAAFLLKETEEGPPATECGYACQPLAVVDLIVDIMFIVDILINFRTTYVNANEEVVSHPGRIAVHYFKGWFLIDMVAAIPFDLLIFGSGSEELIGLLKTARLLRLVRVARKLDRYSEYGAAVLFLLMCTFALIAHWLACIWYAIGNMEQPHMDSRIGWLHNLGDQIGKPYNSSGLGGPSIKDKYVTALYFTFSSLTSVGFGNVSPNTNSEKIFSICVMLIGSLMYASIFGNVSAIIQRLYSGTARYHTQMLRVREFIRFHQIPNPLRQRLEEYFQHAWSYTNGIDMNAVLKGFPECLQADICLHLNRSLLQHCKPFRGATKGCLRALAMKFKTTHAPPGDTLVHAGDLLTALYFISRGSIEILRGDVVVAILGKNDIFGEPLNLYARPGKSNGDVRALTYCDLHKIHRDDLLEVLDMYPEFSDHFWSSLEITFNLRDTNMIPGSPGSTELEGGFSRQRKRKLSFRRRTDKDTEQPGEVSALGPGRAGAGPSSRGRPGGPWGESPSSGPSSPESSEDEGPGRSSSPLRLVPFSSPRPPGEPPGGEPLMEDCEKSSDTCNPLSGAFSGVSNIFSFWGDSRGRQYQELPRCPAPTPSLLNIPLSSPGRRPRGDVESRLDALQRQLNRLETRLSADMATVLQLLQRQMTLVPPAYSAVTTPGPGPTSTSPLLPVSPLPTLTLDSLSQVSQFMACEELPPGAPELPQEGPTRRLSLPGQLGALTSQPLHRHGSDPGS
#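 U2OS cells transduced with wild-type KCNH2 virus are loaded with FluxOr dye for 45 min, and thallium flux is measured in kinetic reads before and after stimulation buffer. Rate constants are normalized to DMSO controls.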
# GALK inhibitor – qHTS Assay for Inhibitors of Human Galactokinase (GALK); P51570; Purified GALK, Kinase-Glo residual ATP luminescence; Potency, µM (doses to about 57.5 µM), for the others: top-dose activity change, negative = inhibition, usual class: inhibitors; 270,000 compounds, 0.007% hits; AID 1868, 2009; further: potency means the concentration at half of the fitted maximal effect
#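 Galactose (100 uM) and ATP (35 uM) were turned over by 5 nM GALK for 1 h at RT. Kinase-Glo Plus then converted the remaining ATP into a luminescent signal.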
# Giardia killer – Small Molecules that selectively kill Giardia lamblia: qHTS; activity change, % at 7.66 µM, hits read low; Giardia lamblia trophozoite viability; 340,000 compounds, 0.15% hits; in the data active means activity change below about -80%; inconclusive means between about -30% and that limit;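 further: parasites exposed to compound for two days anaerobically before the ATP read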
#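 Luminescent ATP signal served as the viability read-out, measured 15-30 min after adding ATP detection reagent to trophozoites that had been incubated with compounds for 48 hrs at 37 deg C anaerobically at 100 cells/well.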
# uPA surface inh – qHTS for Inhibitors of Cell Surface uPA Generation; cell surface uPA generation assay, qHTS; Potency, µM (top dose mostly 38.3 µM), for the others: top-dose activity change, negative = inhibition, hits mostly inhibitors; 330,000 compounds, 0.31% hits; active means well fitted inhibition curve with a large enough effect; inconclusive means small, poorly fitted or top-dose-only effect; inactive means no such curve, though single readings can be large or run the other way; tested in mouse RAW 264.7 cells; further: potency means the concentration at half of the fitted maximal effect; nearly all actives have a fitted effect of over 55% in size
# BCR signal inh – qHTS Assay to Find Inhibitors of Chronic Active B-Cell Receptor Signaling | ABC-DLBCL IkBa-CBG/CBR reporter, luminescence ratio, 4 h | Potency, µM (doses to about 46.1 µM), for inactives: top-dose ratio change, negative = lower green/red ratio, most hits filed as inhibitors | 340,000 compounds, 0.05% hits | AID 493014, 2011; active means well fitted inhibition curve with a large enough effect in the signal ratio, with a control signal flat, not every such curve was filed as active; inconclusive means small, poorly fitted or top-dose-only effect, or effect the other way, or a change in a side signal; the % refers to the signal ratio;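 further: potency means the concentration at half of the fitted maximal effect; plate controls were basal doxycycline-induced cells for no effect and cells given 10 µM MG132 for full effect; MG132 reads +100%, hits lower the ratio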
#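 Compounds up to 46 uM were incubated four hours with TMD8 cells whose green CBG68 luciferase is fused to IkappaBalpha; red CBR luminescence normalised the signal, and concentration-effect curves were fitted to fusion, red and ratio data.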
# B2AR arrestin – qHTS assay of beta-arrestin-biased ligands of beta2-adrenergic receptor. Potency, µM (series often up to 46.1 µM), for the others: at the highest dose activation, hits mostly activators. AID 492947, 2010. beta-arrestin recruitment to beta2AR, cell-based reporter. Beta-2 adrenergic receptor (Homo sapiens), P07550. 330,000 compounds, 0.02% hits;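 further: potency means the concentration at half of the fitted maximal effect; 0% = DMSO controls and full agonism = EC100 isoproterenol or metaproterenol; nearly all actives have a fitted effect of over 65% in size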
# Coupling enz – qHTS Assay for Inhibitors of Fructose-1,6-bisphosphate Aldolase from Giardia Lamblia: Coupling assay counterscreen | activity change, negative = inhibition, % at 58.2 µM, hits read low | 290,000 compounds, 0.67% hits | coupling enzyme system counterscreen, AmpLite Red fluorescence; in the data active means activity change below about -30%
#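 Counterscreen lacking aldolase: glyceraldehyde-3-phosphate coupling-enzyme reagent preincubated 10 min at RT with compound (at 57.5 uM final), then substrate/coupling system with AmpLite Red added; fluorescence read at 525/598 nm after 20 min RT.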
# Eya2 phos inh – qHTS Assay for Inhibitors of the Phosphatase Activity of Eya2; Protein phosphatase EYA2 (Homo sapiens), O00167; recombinant Eya2, OMFP fluorescence dephosphorylation (OMFP is methylfluorescein phosphate); Potency, µM (titrated, usually from 76.9 µM), for the others: at the top dose activity, negative = inhibition, hits mostly inhibitors; 330,000 compounds, 0.006% hits; AID 488837, 2010; further: potency means the concentration at half of the fitted maximal effect
#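 Eya2 (0.2 uM) preincubated 10 min at ambient with compound, then OMFP substrate added at 50 uM; 10 min reaction in 50 mM HEPES pH 7.5, 50 mM NaCl, 5 uM MgCl2, 0.05% BSA, 1 mM DTT. Fluorescence read at Ex 485/Em 525 nm.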
# USP2a block – qHTS Assay for Inhibitors of Ubiquitin-specific Protease USP2a Using CHOP2 as the Reporter; Ubiquitin carboxyl-terminal hydrolase 2 (Homo sapiens), O75604; USP2 core, Ub-CHOP2 coupled fluorogenic reporter, 485/531; Potency, µM (top dose mostly 38.3 µM), for the others: at the highest dose activity change, negative = inhibition, actives largely listed as inhibitors; 330,000 compounds, 0.01% hits;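 further: potency means the concentration at half of the fitted maximal effect; plate controls were DMSO wells for no effect and full inhibition by NEM control for full effect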
#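 Deubiquitinase activity read as fluorescence (485/531 nm) after Ub-CHOP2 cleavage activates the enterokinase reporter on its substrate; USP2 core 10nM, Ub-CHOP2 and substrate 25nM each, 30min compound preincubation then 60min RT; data normalized to NEM, curves fitted.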
# PKM2 act – qHTS Assay for Activators of Human Muscle isoform 2 Pyruvate Kinase. Pyruvate kinase PKM (Homo sapiens), P14618. purified PKM2, Kinase-Glo ATP luminescence, activation; response scale: 0% is enzyme alone, no compound. Potency, µM (top dose mostly 57.5 µM), without a hit: at the highest dose activation, usual class: activators. 260,000 compounds, 0.34% hits; further: potency means the concentration at half of the fitted maximal effect; nearly all actives have a fitted effect of over 55% in size
#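 Kinase-Glo luminescence reports ATP generated from ADP (0.1 mM) and PEP (0.5 mM) by purified hPK-M2 after 1 h at room temperature, pH 7.2 imidazole buffer; intermediate enzyme activity allows detecting inhibitors and activators.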
# KCNH2 3.1 inh – qHTS for Inhibitors of KCHN2 3.1: Mutant qHTS; U2OS KCNH2 3.1, thallium flux FluxOr; active compounds read low; AID 720553, 2013; activity change, % (tested at about 1.8 µM); 340,000 compounds, 0.95% hits; Potassium voltage-gated channel subfamily H member 2, brain isoform KCNH2 3.1 (human);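 active means maximum activity change below -70%; inconclusive means maximum activity change from -70% to -50%; inactive means maximum activity change above -50%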;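 further: thallium influx rate constant from kinetic fluorescence after stimulation buffer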
#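 Normalized rate constant (relative to positive and negative DMSO controls) derived from a 2 min kinetic fluorescence read after stimulation; U2OS cells expressing the 3.1 isoform via virus at 1.77 x 10^8 /mL.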
# Active calls of the source: *; ? = inconclusive; . = no result given. Unless noted, the call rests on the fitted dose curve; in most records, active means well fitted curve in the direction sought with a large enough effect; inconclusive means small, poorly fitted or top-dose-only effect, or another doubt; inactive means no such curve, though single readings can be large; an effect the other way counts as inactive or inconclusive. Unless noted, on the % scale 0 is the no-effect control and ±100 the full control effect.
SMILES,hERG WT inh,GALK inhibitor,Giardia killer,uPA surface inh,BCR signal inh,B2AR arrestin,Coupling enz,Eya2 phos inh,USP2a block,PKM2 act,KCNH2 3.1 inh
COc1ccc(C(=O)C2CCCN(Cc3cccn3-c3nccs3)C2)cc1OC (stereo not given),-35,4%,3,-21%,3%,0.1%,4,-4%,3%,-4%,?
Cc1nn(C)c(C(=O)NCc2ccc(Cl)cc2)c1Cl,7,-3%,-18,-7%,-5%,-0.6%,-2,4%,-1%,1%,-14
Cc1nn(C)cc1C(C(=O)NC1CCCCC1)N(Cc1ccccc1Cl)C(=O)c1cnccn1 (stereo not given),7,8%,6,-14%,4%,-0.2%,1,-2%,1%,0%,10
Cc1oc(-c2ccccc2)nc1C(=O)OCC(=O)NCc1ccc(Cl)cc1,0,.,25,5%,-5%,-0.4%,.,-13%,-7%,.,0
O=C(OCc1ccc(-c2ccccc2)cc1)c1cccc(O)c1,1,6%,-16,-5%,-2%,-0.8%,.,-28%,-11%,-3%,-14
COc1ccc(/C=C2/SC(=S)N(n3c(C)ccc3C)C2=O)cc1,-6,3%,-5,1%,5%,0.4%,2,10%,7%,5%,19
Cc1ccc(C)c(NC(=O)CSc2nccn2Cc2ccco2)c1,-1,-3%,1,0%,?,-0.9%,0,4%,2%,0%,-12
CCOc1cc(NC(=S)NCC2CCCO2)c(OCC)cc1NC(=O)c1ccccc1C (stereo not given),11,-5%,7,5%,9%,-0.7%,-4,4%,0%,0%,4
CCCCCN1CC(=O)N2Cc3[nH]c4ccccc4c3C[C@H]2C1=O,-13,.,0,-7%,-6%,-0.2%,1,0%,0%,.,7
Nc1nc(C(c2ccccc2)c2ccccc2)cs1,-4,1%,-12,1%,-3%,0.2%,0,-2%,-2%,.,2
CC(=O)c1cc2c(cc1NS(=O)(=O)c1cccc(C(=O)O)c1)OCO2,-5,5%,3,3%,4%,-0.6%,15,5%,-1%,-15%,-13
O=C(NNC(=O)c1cccnc1)Nc1cccc2ccccc12,15,.,3,0%,1%,-0.2%,2,-13%,1%,1%,3
CCC1CCCCN1C(=O)CSc1nc(N)cc(N)n1 (stereo not given),-1,-3%,-6,7%,2%,0.0%,0,-12%,-1%,-1%,-2
O=C(Nc1ccccc1C(=O)N1CCOCC1)C1CC(=O)N(C2CCCC2)C1 (stereo not given),-21,0%,-15,.,3%,0.2%,0,-3%,1%,-2%,-4
Cc1cc(C)n2nc(SCC(=O)N(CCC#N)c3ccc(F)cc3)nc2n1,1,.,-15,-2%,3%,0.0%,.,-11%,-1%,.,13
Cc1ccc(C(C)C)c2c1C(c1ccc3c(c1)OCO3)CC(=O)O2 (stereo not given),0,.,-1,4%,1%,-0.5%,4,-6%,-1%,.,3
CC(=O)Nc1ccc(S(=O)(=O)N2CCN(S(=O)(=O)c3ccc(NC(C)=O)cc3)CC2)cc1,-4,.,4,2%,1%,0.2%,2,11%,-1%,.,-15
Cc1c(C(=O)NC(=S)NCc2cccnc2)cccc1[N+](=O)[O-],-16,6%,-1,-1%,-13%,-0.1%,.,18%,-3%,-5%,6
Cc1ccc(S(=O)(=O)Nc2nc(C)c(C(=O)NNS(=O)(=O)c3cc(C)ccc3C)s2)cc1,-12,7%,-6,0%,-10%,0.2%,.,11%,-1%,.,-2
Cc1ccc(CNc2nc3ccc(C)cc3n3cnnc23)cc1,-1,3%,3,-12%,?,-0.4%,0,-5%,-7%,-7%,9
CCN(CC)C(=O)Cn1cc(C(=O)C(=O)N2CCN(c3ccc(OC)cc3)CC2)c2ccccc21,0,-6%,-21,2%,-1%,0.6%,.,-10%,-3%,.,0
CCC(=O)N1CCN(c2ccccc2NC(=O)c2ccc([N+](=O)[O-])o2)CC1,26,4%,-90*,-3%,-7%,-0.1%,5,0%,3%,-11%,-1
Cc1ccc2c(C(=O)CN3CCCC3)c(C)[nH]c2c1,0,-3%,12,2%,-1%,-0.1%,-1,4%,-2%,2%,6
CCCCN(C(=O)CSc1cc(C)c2ccc(OC)cc2n1)c1c(N)n(Cc2ccccc2)c(=O)[nH]c1=O,5,-2%,-24,-9%,?,3.9%,0,3%,0%,9%,-16
COc1ccccc1NC(=O)CCCn1c(=S)[nH]c2ccccc2c1=O,-2,8%,20,0%,8%,-1.0%,0,-12%,-1%,1%,-10
CCc1nnc(NC(=O)c2cc3ccccc3oc2=O)s1,-1,0%,-13,1%,?,-0.2%,1,-1%,1%,-6%,13
Cc1ccc(S(=O)(=O)CCC(=O)OC(C)c2nnc(-c3cccs3)o2)cc1 (stereo not given),4,.,2,-3%,2%,0.1%,.,3%,4%,.,-1
CN(C)N=Nc1ccc(S(N)(=O)=O)cc1,-11,4%,6,5%,-6%,-0.9%,0,3%,2%,2%,3
OCCc1c[nH]c2ccc(C(F)(F)F)cc12,-17,.,-3,8%,?,-1.4%,-4,3%,3%,1%,-11
CCNc1nc(Sc2ccc(C)cc2)cc(C(F)(F)F)n1,0,0%,-15,-5%,?,0.0%,-1,-15%,-3%,5%,3

# 3 entries out of the list above, arranged by their value in PKM2 act, descending.
canonical_smiles | PKM2 act
Cc1ccc2c(C(=O)CN3CCCC3)c(C)[nH]c2c1 | 2%
Cc1c(C(=O)NC(=S)NCc2cccnc2)cccc1[N+](=O)[O-] | -5%
CCC(=O)N1CCN(c2ccccc2NC(=O)c2ccc([N+](=O)[O-])o2)CC1 | -11%

# Additional records follow:
SMILES,hERG WT inh,GALK inhibitor,Giardia killer,uPA surface inh,BCR signal inh,B2AR arrestin,Coupling enz,Eya2 phos inh,USP2a block,PKM2 act,KCNH2 3.1 inh
O=C(Nc1ccccc1)N1CCN(CCc2ccccc2)CC1,-6,-1%,-12,-7%,-2%,-0.7%,1,6%,1%,-12%,-10
Cc1ccc(-c2ccc(C#N)c(=O)n2CC(=O)N(C)C)cc1,-5,-5%,4,-7%,?,3.1%,2,-9%,1%,-7%,5
O=c1c2cc(NC(=S)NC3CC3)ccc2nc2n1CCCCC2,-4,1%,-10,0%,7%,-0.1%,-1,?,-2%,.,-2
COc1ccccc1N(C(=O)c1ccco1)C(C(=O)NC1CCCC1)c1ccncc1 (stereo not given),-6,1%,11,-6%,?,-0.8%,0,4%,-1%,1%,-21
CCc1c(C)nc(N2CCOCC2)[nH]c1=O,-10,0%,1,-1%,-8%,0.6%,-5,0%,1%,-14%,5
CCOc1ccccc1NC(=O)COC(=O)C1CCC(=O)N1 (stereo not given),-4,.,-2,0%,5%,-0.3%,.,2%,2%,.,6
COc1ccccc1C(=O)NCCC(=O)NCC1CCCCC1,4,.,-6,3%,6%,-0.6%,.,-2%,1%,.,3
COC(=O)c1ccccc1Sc1c(/C=N/OCc2ccc(Cl)cc2)c(C(F)(F)F)nn1C,-5,-2%,9,-3%,?,-0.3%,-5,14%,1%,-13%,-19
CC(C)(C)NC(=O)CSc1nnc(C2CC2)n1-c1ccccc1,5,-8%,6,-3%,6%,-0.2%,1,4%,2%,1%,11
O=C(O)C1CCCCC1C(=O)NCCCCc1ccccc1 (stereo not given),0,1%,13,-1%,?,-0.3%,0,0%,3%,-6%,6
Cc1ccc(-c2c[n+](CC(=O)Nc3c(C)cccc3C)c3n2CCC3)cc1,-1,0%,18,12%,1%,-0.5%,1,-28%,12%,-3%,-10
CC(C)Cc1nnc(NC(=O)CN2C(=O)NC3(CCCC3)C2=O)s1,35,.,-18,8%,6%,-0.4%,.,-6%,-1%,.,0
CCCCCn1c(=O)c(-c2nc3ccccc3[nH]2)c(O)c2ccccc21,4,10%,7,1%,?,0.1%,-1,2%,-2%,-12%,-4
Cc1cc(C)nc(SCSc2nc(C)cc(C)n2)n1,-5,1%,-14,-1%,4%,-4.3%,5,11%,2%,16%,-27
O=C(N/N=C/c1cccnc1)c1cc(-c2ccccc2Cl)nc2ccccc12,-7,-7%,9,0%,-11%,3.4%,0,15%,0%,-2%,.
Cc1ccc(NC(=O)CCC(=O)c2ccc(Cl)s2)nc1,-18,.,-7,7%,3%,0.2%,.,14%,0%,.,-2
COc1cccc(CN(C)CC(O)COc2cc(Cl)ccc2Cl)c1 (stereo not given),2,.,-26,-10%,-8%,-0.9%,0,8%,0%,.,?
